Screening results from PubChem BioAssay.
D1 agonist = agonists of human D1 dopamine receptor; P21728; HEK293 T-REx D1 cells, calcium flux, agonist mode; activation, % at 2 µM; 360,000 tested, 1% active; AID 504660; in the data active = activation above about 30%; note: 0% is about no effect
Target sequence (P21728 whole entry, looked up): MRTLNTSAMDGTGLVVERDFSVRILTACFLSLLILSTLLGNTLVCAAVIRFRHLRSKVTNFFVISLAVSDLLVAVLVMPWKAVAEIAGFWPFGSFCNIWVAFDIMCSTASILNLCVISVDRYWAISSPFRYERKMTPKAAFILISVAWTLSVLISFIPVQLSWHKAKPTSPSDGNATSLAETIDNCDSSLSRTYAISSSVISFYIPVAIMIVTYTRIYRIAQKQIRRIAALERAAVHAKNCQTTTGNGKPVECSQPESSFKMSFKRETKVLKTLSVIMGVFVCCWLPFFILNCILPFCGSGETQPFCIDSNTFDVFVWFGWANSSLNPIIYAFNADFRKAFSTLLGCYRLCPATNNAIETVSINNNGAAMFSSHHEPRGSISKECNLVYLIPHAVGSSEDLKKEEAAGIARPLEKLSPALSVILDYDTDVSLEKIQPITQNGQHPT
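Agonism was scored from calcium flux recorded over 180 s (1 read/s) after pintool compound addition, following a 10-cycle baseline. Cells were inducible force-coupled HEK293 TREx D1, plated overnight at 30 C and loaded with no-wash calcium dye.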
D1 antag = blocks dopamine activation of the human D1 receptor | P21728 | HEK293 TREx D1 cells, calcium flux, dopamine EC80; stronger effect = lower value | activity change, negative = inhibition, % at 10 µM | 360,000 tested, 3.2% active; in the data active = activity change below about -30%; note: % is set by controls: 0 for no effect and ±100 for the full control effect
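Antagonism measured as reduced calcium response to an EC80 dopamine addition following 180 s compound pre-read; cells were inducible HEK293 Trex D1 plated overnight at 30 C, read kinetically at 1 cycle/sec.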
RXFP1 ag = RXFP1 (human) receptor agonism; Q9HBX9; HEK293T-RXFP1 cAMP TR-FRET, 30 min; response scale: percent of porcine relaxin response, buffer zero; Potency, µM (titrated, usually from 57.5 µM), for the others: top-dose activation, most hits filed as activators; 370,000 tested, 0.3% active; note: potency is the fitted concentration of half-maximal effect; % is set by controls: 0 for no effect and ±100 for the full control effect; nearly all actives have a fitted effect of over 60% in size; many of its hits are not listed in these tables
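cAMP rise read by TR-FRET after 30 min, 37C compound exposure (up to 58 uM) in RXFP1-transfected HEK293 cells with Ro 20174 present. EC50 from Hill-equation fits, with 29 nM porcine relaxin as 100% and buffer as basal.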
D1 potentiator = human D1 dopamine receptor positive modulation; P21728; HEK293 TREx D1 cells, calcium flux, dopamine EC20 potentiation; potentiation, % at 10 µM; 360,000 tested, 0.036% active; AID 504651; in the data active = potentiation above about 30%; note: 0% is about no effect
Vif-A3F inh = Vif-A3F binding inhibition | Potency, µM (doses to about 46.1 µM), for the others: at the top dose activity, negative = active | 390,000 tested, 0.2% active | AID 602313 | HeLa A3F-eYFP + Vif (tagged APOBEC3F with the HIV-1 protein that degrades it), YFP fluorescence increase; note: potency is the fitted concentration of half-maximal effect; % of control where 0% means no effect; nearly all actives have a fitted effect of over 65% in size
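HeLa cells stably expressing Vif plus C-terminally eYFP-tagged A3F were seeded, incubated overnight at 37 deg C, dosed with compound, incubated overnight again at 37 deg C. Yellow fluorescence (Ex 488/Em 500-530) reported blocked Vif-mediated A3F-eYFP degradation.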
Vif-APOBEC3G blk = Vif-A3G binding inhibition; HeLa A3G-eYFP + Vif (tagged APOBEC3G with the HIV-1 protein that degrades it), YFP fluorescence, overnight; Q9HC16; AID 602310; 410,000 tested, 0.076% active; Potency, µM (top dose mostly 46.1 µM), without a hit: at the top dose activity, negative = active, usual class: inhibitors;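 note: potency is the fitted concentration of half-maximal effect; % is set by controls: 0 for no effect and ±100 for the full control effect; nearly all actives have a fitted effect of over 60% in size; hits raise eYFP signal because A3G escapes Vif-driven loss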
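HeLa cells stably expressing Vif and C-terminally eYFP-tagged A3G, seeded overnight at 37 deg C, then exposed to compound by pintool overnight at 37 deg C. Rise in yellow fluorescence (Ex 488/Em 500-530, Acumen) marks blocked Vif-driven A3G degradation.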
Glioma ERSR ind = induces the endoplasmic reticulum stress response in human glioma cells. U87-MG GRP78 promoter luciferase reporter, 16 h. Potency, µM, inactives show top-dose activation, actives largely listed as activators. 420,000 tested, 0.02% active. AID 602332; note: potency is the fitted concentration of half-maximal effect; series mostly up to about 76 µM; % of control where 0% means no effect; nearly all actives have a fitted effect of over 35% in size
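Stably transfected U87-MG human glioma cells carrying a GRP78-based luminescent sensor were seeded at 1000 cells/well, pin-dosed with compounds and incubated 16 h. Luciferase reagent was then added, and end-point luminescence was read after 10 min at room temperature.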
D2 PAM = D2 dopamine receptor (human) potentiation; HEK293 T-REx D2, calcium flux, EC20 dopamine potentiation; potentiation, % at 10 µM; 340,000 tested, 0.34% active;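 active = potentiation over 3 SD above the plate norm, cut at about 30% in these data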; note: 0% is about no effect
Target sequence (P14416 whole entry, looked up): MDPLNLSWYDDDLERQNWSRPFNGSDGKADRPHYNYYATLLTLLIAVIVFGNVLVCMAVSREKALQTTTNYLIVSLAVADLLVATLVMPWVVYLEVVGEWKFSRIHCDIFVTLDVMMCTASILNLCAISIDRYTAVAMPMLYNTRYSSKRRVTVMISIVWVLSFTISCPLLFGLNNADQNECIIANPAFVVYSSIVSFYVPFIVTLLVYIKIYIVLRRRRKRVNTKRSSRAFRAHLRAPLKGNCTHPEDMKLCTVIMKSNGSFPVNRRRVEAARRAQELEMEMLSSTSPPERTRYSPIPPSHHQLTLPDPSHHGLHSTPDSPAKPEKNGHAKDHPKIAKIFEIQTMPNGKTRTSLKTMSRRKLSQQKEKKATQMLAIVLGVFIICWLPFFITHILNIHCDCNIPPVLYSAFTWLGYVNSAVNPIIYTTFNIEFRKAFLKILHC
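Tetracycline-induced HEK293 T-REx cells force-coupled to calcium signalling expressed D2; compounds were pin-added after a 10 s baseline, read kinetically 180 s, then an EC20 dopamine challenge followed with a further 180 s calcium read.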
LDHA inh = blocks human lactate dehydrogenase A; activity change, % (values are at about 110 or 230 µM); AID 1347041; purified LDHA, NADH/diaphorase-resazurin fluorescence; stronger effect = lower value; 480,000 tested, 0.15% active; in the data active = activity change below about -30%; inconclusive = mostly about -25% to -30%;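 note: plate controls were DMSO wells for no effect and wells without enzyme for full effect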
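Enzyme activity of human lactate dehydrogenase 5 (2 nM; 0.06 mM NADH, 0.2 mM pyruvate, 5 min, RT) is measured via a resazurin/diaphorase fluorescence readout of residual NADH.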
* = called active by the depositor; ? = inconclusive; . = no result given. Unless noted, calls come from the whole dose curve; as a rule, active = well fitted curve in the direction sought with a large enough effect; inconclusive = small, poorly fitted or top-dose-only effect, or another doubt; inactive = no such curve, though single readings can be large; an effect the other way counts as inactive or inconclusive. Only part of the results is shown; rates above refer to the full screens.

compound	D1 agonist	D1 antag	RXFP1 ag	D1 potentiator	Vif-A3F inh	Vif-APOBEC3G blk	Glioma ERSR ind	D2 PAM	LDHA inh
CCCC(=O)Nc1nc(-c2ccc3c(c2)OCCO3)cs1	1	8	-0.5%	-4	2%	2%	-1%	-2	-2
COc1ccc(N2CCN(Cc3cc(OC)c(O)c([N+](=O)[O-])c3)CC2)cc1	4	39	-2.8%	-3	-1%	-5%	-1%	0	-13
CCC(Oc1cc(Cl)ccc1Cl)C(=O)NN1C(=O)C2C3CCC(C3=C(C)C)C2C1=O (centres undefined)	0	-1	1.0%	-1	0%	0%	-5%	8	-6
CC(C)(C)c1ccc(C(=O)NC(Cc2c[nH]c3ccccc23)C(=O)OCC(=O)c2ccc(Br)cc2)cc1 (centres undefined)	4	-8	0.5%	-6	5%	3%	-2%	-7	2
CC(C)C(=O)NC(c1ccccc1)c1cc([N+](=O)[O-])c2cccnc2c1O (centres undefined)	1	-10	-1.5%	-9	-9%	-15%	-3%	1	6
COc1ccc(CCNC(=O)COc2ccc3c(C)cc(=O)oc3c2)cc1OC	3	1	?	0	-7%	-4%	-4%	14	-8
COCCNC(=O)CN(Cc1ccc(F)cc1)C(=O)CCC(=O)Nc1nccs1	1	13	0.6%	8	1%	-1%	-1%	.	-1
CCCN(CC(=O)Nc1ccc(F)c(F)c1F)Cc1cc(=O)n2ccsc2n1	-3	3	11%	-2	1%	4%	-6%	-1	-7
Nc1nc(SCC(=O)N2N=C3/C(=C/c4ccco4)CCCC3C2c2ccco2)n[nH]1 (centres undefined)	0	4	1.2%	3	-7%	-5%	1%	0	-3
Cc1cc(C)c(Cn2c(=O)n(CCC(=O)NCCc3ccccc3)c(=O)c3ccccc32)c(C)c1	-1	-10	-1.5%	-1	-4%	0%	-3%	0	-7
Cc1csc(SCC(=O)N(C)CC(=O)Nc2ccccc2Cl)n1	-1	2	1.4%	-6	10%	2%	-2%	8	-4
O=C(N/N=C/c1cc2c(cc1Cl)OCO2)c1ccncc1	0	-4	1.5%	2	-10%	0%	0%	6	3
O=C(C1CC(=O)N(c2ccc(F)cc2)C1)N1CCCCC1 (centres undefined)	0	17	-2.1%	-7	25%	2%	-2%	.	5
COC(=O)[C@]1(Cc2ccccc2)N[C@H](CN(C)C(=O)Nc2ccc(OC)cc2)[C@@H]2C(=O)N(C)C(=O)[C@@H]21	.	.	.	.	3%	1%	-4%	.	3
CC(=O)Nc1ccc(NC(=O)COC(=O)c2cc(S(=O)(=O)N(C)C)ccc2N2CCCC2)cc1	3	-12	-1.5%	3	3%	0%	-2%	-7	-8
Cc1ccc(-n2c(O)c(C=Nc3cc(C)on3)c3ccccc3c2=O)c(C)c1	2	-7	-0.6%	0	-27%	1%	-6%	5	-6
Nc1nc2nccc(-c3ccccn3)n2n1	3	-4	7.8%	-1	0%	3%	-6%	-3	-2
COc1ccccc1CNC(=O)C1CCN(S(=O)(=O)c2cccc3nonc23)CC1	-4	2	2.0%	-1	0%	-1%	-2%	10	2
CC1CCN(c2nc3c(c(=O)n(C)c(=O)n3C)n2CCSc2ncccn2)CC1	3	0	0.1%	-7	1%	4%	-1%	2	-5
CCN(Cc1cc2ccccc2[nH]c1=O)S(=O)(=O)c1ccccc1	3	8	1.9%	-1	0%	-1%	-4%	-3	2
COc1ccccc1CN(CC(=O)NCc1ccc2c(c1)OCO2)C(=O)c1ccc2c(c1)OCCO2	-1	1	2.6%	-2	6%	-1%	-5%	10	1
Cn1cnc([N+](=O)[O-])c1NC(C)(C)C	1	-22	-0.8%	-4	-2%	0%	-3%	4	-5
COc1ccc(OC)c(-c2cc(C(=O)N/N=C/c3cc(OC)c(OC)cc3OC)c3ccccc3n2)c1	.	.	.	.	-4%	-1%	-3%	.	-2
COc1ccc(C(=O)Nc2ccc(NC(=O)c3cnccn3)cn2)cc1	.	.	0.3%	.	-14%	-5%	-6%	.	-1
CCOc1ccc(OCC)c(NC(=O)CN(c2ccc(OC)cc2)S(=O)(=O)c2c(C)noc2C)c1	3	7	2.8%	6	-9%	-1%	-1%	-3	-4
O=C(NCCCO)Nc1ccc2nc(-c3ccco3)c(-c3ccco3)nc2c1	7	8	1.3%	-8	.	.	.	-7	.
COC(=O)[C@@]1(Cc2ccc(F)cc2)[C@H]2c3cc(C(=O)N(C)C)n(Cc4nc5ccccc5[nH]4)c3C[C@H]2CN1C(=O)c1ccccc1	10	-6	-0.6%	1	-10%	?	0%	-9	-2
COc1ccccc1CNS(=O)(=O)c1ccc2c(c1)NC(=O)CC(=O)N2	2	-33*	9.6%	-3	1%	3%	-1%	-1	-8
Cc1ccc(N2C(=O)CSC23C(=O)N(CC(=O)NCCc2ccccc2)c2ccccc23)cc1C (centres undefined)	4	1	-2.4%	-2	2%	-2%	-3%	4	-4
O=C(CSc1n[nH]c(-c2cccs2)n1)NCc1cccs1	1	4	0.1%	-1	-6%	0%	-1%	-6	-6

Next compounds.
compound	D1 agonist	D1 antag	RXFP1 ag	D1 potentiator	Vif-A3F inh	Vif-APOBEC3G blk	Glioma ERSR ind	D2 PAM	LDHA inh
CC(C)Cc1ccc(CN2CCCC(NC(=O)CCN3CCCO3)C2)cc1 (centres undefined)	7	2	1.3%	4	5%	2%	-3%	1	1
Cc1cccc(NC(=O)c2cnc3sccn3c2=O)c1C	-1	16	?	3	.	.	.	2	.
CC(C)C(NS(=O)(=O)c1ccc2c(c1)oc(=O)n2C)C(=O)N1CCN(c2ccccc2F)CC1 (centres undefined)	1	-10	0.6%	.	-9%	0%	-1%	-4	-5
Cn1c(Cc2ccccc2)nnc1SCC(=O)NC1CCCC1	5	-4	-3.0%	-2	1%	-5%	-2%	4	-1
CCOC(=O)/C(C#N)=C1/SC(CCO)C(=O)N1c1ccccc1 (centres undefined)	1	-19	0.1%	-7	-7%	1%	0%	-4	-1
COc1ccc(C(=O)NNC(=O)CSc2nnc(COc3ccccc3)n2C)cc1	2	4	0.3%	-1	5%	0%	-4%	-6	-17
Cc1ccccc1-c1nnc(SCC(=O)Nc2ccc3c(c2)OCCO3)n1N	0	-6	2.9%	-2	8%	-5%	-2%	-9	-4
O=C(Nc1cccc(Cl)c1)C1COc2ccccc2O1 (centres undefined)	2	-13	4.7%	-2	-9%	-7%	6%	4	0
Cc1cc(C)c2c(N)c(C(=O)c3ccc(Cl)cc3Cl)sc2n1	1	1	-0.4%	-6	2%	-12%	-3%	4	-6
COc1cc(OC)cc(C(=O)OCC(=O)N2CCCC2)c1	2	17	0.6%	-7	9%	2%	-3%	-12	0
CCC(=O)N1CCc2cc(S(=O)(=O)NC(C(=O)N3CCc4ccccc4C3)C(C)C)ccc21 (centres undefined)	-1	-32*	3.1%	-2	0%	0%	0%	-1	0
CCc1nc(SCc2ccccc2)n[nH]1	8	30	-0.2%	-2	0%	2%	1%	2	-6
Cc1ccc(/C=N/NC(=O)CSc2nc3ccccc3o2)cc1	1	-3	4.1%	0	-11%	?	1%	5	1
Cc1nc(C)c(CCNC(=O)c2cccc(Cl)c2)s1	3	-5	-0.4%	-3	1%	-1%	3%	-10	-6
CSc1nc2c(c(=O)[nH]1)CCCC2	4	0	0.3%	2	-7%	1%	-5%	7	-3
CC(=O)/C(N=Nc1cc(C)ccc1O)=C(\C)O	8	-4	-1.0%	4	25µM*	?	-1%	14	18
COC(=O)c1sccc1NC(=O)c1ccccc1Br	.	.	.	.	-7%	-11%	-1%	.	-1
O=C(/C=C/c1cccs1)NC(=S)Nc1ccc(S(=O)(=O)Nc2ccccc2C(F)(F)F)cc1	-1	-6	0.4%	0	0%	-4%	-3%	4	-16
Cc1ccc2[nH]c(=O)c(CN(Cc3nnnn3Cc3ccccc3)C3CCCC3)cc2c1	-1	2	-0.2%	6	-3%	-7%	-2%	7	-3
Cc1ccccc1-c1nc(-c2ccc(NC(=O)c3ccc(Br)o3)cc2)no1	1	7	-1.8%	-6	-1%	2%	4%	5	-19
Cn1cnnc1SCc1ccc(C(=O)N=Nc2c(O)n(Cc3ccc(Cl)cc3)c3ccccc23)cc1	1	8	0.9%	1	-18%	-5%	2%	5	-4
COC(=O)CSc1nc(SCc2ccc(C)cc2)nc2c1CCCC2	14	-2	-0.9%	-8	6%	-5%	-4%	7	0
OCCC1CN(Cc2ccc(C(F)(F)F)cc2)CCN1Cc1ccccc1 (centres undefined)	2	10	-0.1%	8	-1%	0%	-4%	-23	1
Cc1[nH]n(-c2ccccc2)c(=O)c1C(C[N+](=O)[O-])c1ccc(F)cc1 (centres undefined)	3	6	0.5%	-3	3%	?	-3%	4	0
Cc1ccc(NC(=S)NCC23C=CC(O2)C2C(=O)N(c4ccc(C)cc4)C(=O)C23)cc1 (centres undefined)	0	-17	2.6%	1	5%	-6%	1%	-6	-4
CC(OC(=O)c1ccc2c(c1)C(=O)N(Cc1ccncc1)C2=O)C(=O)Nc1cccc(Cl)c1Cl (centres undefined)	2	2	0.0%	1	-4%	1%	-4%	12	-6
CC(C)(C)c1nnc(N/N=C/c2ccccc2O)n(N)c1=O	3	-20	0.1%	-9	-6%	-14%	1%	-5	5
O=C(c1cc2cc(Br)ccc2oc1=O)N1CCN(c2ccccn2)CC1	0	-3	0.2%	2	-4%	0%	2%	-7	-7
O=C(Cn1c(=O)oc2ccccc21)Nc1nc(-c2ccccc2)cs1	4	-19	-1.6%	-5	-4%	-6%	-2%	10	-18

An excerpt of the results above, as a working copy:
compound	D1 agonist	D1 antag	RXFP1 ag	D1 potentiator	Vif-A3F inh	Vif-APOBEC3G blk	Glioma ERSR ind	D2 PAM	LDHA inh
O=C(Nc1cccc(Cl)c1)C1COc2ccccc2O1 (centres undefined)	2	-13	4.7%	-2	-9%	-7%	6%	4	0
Cc1cc(C)c2c(N)c(C(=O)c3ccc(Cl)cc3Cl)sc2n1	1	1	-0.4%	-6	2%	-12%	-3%	4	-6
